SUMO Mot1 rescue: SUMOylation pathway inhibition by Mot1-301 growth rescue. growth rescue, % at 18.8 µM. hit rate 1% among 320,000. S. cerevisiae Mot1-301 growth rescue, ATP luminescence, 38.5C; percent above DMSO median, 100 means doubled;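 active means every valid replicate shows activation above 250% relative to neutral control wells; inactive means the rest, any valid replicate at or below 250%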;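 further: OY570 slx delta 5 strain wells were the positive control but not used for scaling; some compounds called inactive have numbers as strong as hits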
Tat export inh: blocks Tat-dependent protein export in E. coli | E. coli MC4100 TorA-mCherry Tat export, fluorescence | inhibition, % at 10 µM | hit rate 0.036% among 340,000 | AID 488895;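 active means mean replicate inhibition at least 50% and at least half of replicates individually reaching 50%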;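 further: exported cargo escapes ClpAP degradation while cytoplasmic cargo is degraded and loses fluorescence; 0% = median of neutral control wells and 100% = median of NaSCN control wells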
AddAB inh: less growth of phage-infected E. coli with AddAB; E. coli expressing H. pylori AddAB, absorbance growth; inhibition, % at 11.9 µM; hit rate 0.29% among 330,000; AID 435030; in the data active means inhibition above about 12%;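 further: 0% = vehicle wells of infected cells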
DAGLB inh: diacylglycerol lipase beta (human) inhibition; HEK293T DAGLB membrane lysate, EnzChek fluorogenic substrate; inhibition, % at 5.17 µM; hit rate 0.059% among 340,000; in the data active means inhibition above about 34%;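 further: 0% = enzyme with vehicle and 100% = wells lacking enzyme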
PKA-R1A activ: activators of PKA-R1A complex; hit rate 0.083% among 340,000; AID 504707; P00514+P68181; activation, % at 11.4 µM; PKA-R1A dissociation, Cy5-IP20 fluorescence polarization; scaled: DMSO 0%, 113 µM cGMP 100%;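 active means percent activation above the mean of all tested compounds plus 3 SD, cut at about 19% in these data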;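 further: higher means more PKAc released from R1A so a rise in polarization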
HTR5A ag ctr: counter-screen for OPRM1-OPRD1 agonists: human HTR5A agonism. P47898. HTR5A agonist assay, luminescence, cell-based. activation, % at 9.3 µM. hit rate 0.61% among 340,000; in the data active means activation mostly above about 9.5%, no sharp cut-off; inactive means mostly below about 7.6%;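 further: 0% = cells with vehicle only and 100% = reference agonist; strong numbers were not always called active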
Ecoli viability: counter-screen for AddAB inhibitors: E. coli growth inhibition; E. coli V3065 growth, OD600 absorbance, 18 h; inhibition, % at 11.9 µM; hit rate 0.27% among 330,000; AID 449728;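 active means inhibition above the campaign's mean inhibition across all tested compounds plus 3 SD, cut at about 9.9% in these data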;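 further: uninfected addAB+ strain grown without phage in ampicillin broth; 0% = DMSO wells and 100% = ciprofloxacin 0.95 µg/ml wells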
CDK5 inh: CDK5/p35 (human) kinase inhibition; AID 488839; inhibition, % at 10 µM; Q00535+Q15078; hit rate 0.01% among 330,000; Recombinant CDK5/p35, ADP-Glo luminescence, 60 min;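 active means highest replicate inhibition of at least 50% and at least 75% of replicates reaching 50%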;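 further: plate controls were DMSO neutral control for no effect and GW8510 at 10 µM for full effect; many of its hits are not listed in these tables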
Target sequence (Q00535 whole entry, looked up): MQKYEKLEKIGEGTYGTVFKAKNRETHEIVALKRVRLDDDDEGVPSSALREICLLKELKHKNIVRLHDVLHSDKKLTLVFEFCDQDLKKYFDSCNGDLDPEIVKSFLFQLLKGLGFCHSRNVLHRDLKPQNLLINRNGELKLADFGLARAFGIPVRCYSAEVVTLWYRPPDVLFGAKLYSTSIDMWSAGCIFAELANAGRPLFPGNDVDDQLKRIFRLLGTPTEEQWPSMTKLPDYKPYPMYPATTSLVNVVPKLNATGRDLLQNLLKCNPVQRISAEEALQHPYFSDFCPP
Target sequence (Q15078 whole entry, looked up): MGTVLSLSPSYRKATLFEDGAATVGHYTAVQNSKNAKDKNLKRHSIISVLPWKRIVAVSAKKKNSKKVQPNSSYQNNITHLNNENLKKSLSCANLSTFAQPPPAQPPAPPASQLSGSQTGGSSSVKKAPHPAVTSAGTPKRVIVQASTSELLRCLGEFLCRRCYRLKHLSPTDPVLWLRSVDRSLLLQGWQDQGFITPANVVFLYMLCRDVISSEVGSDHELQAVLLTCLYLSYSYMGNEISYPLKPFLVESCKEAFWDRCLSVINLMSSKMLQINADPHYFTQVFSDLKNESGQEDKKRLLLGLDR
phage Ecoli inh: E. coli growth loss with phage present | growth absorbance | inhibition, % at 11.9 µM | hit rate 0.26% among 360,000 | AID 651602; in the data active means inhibition above about 11%
PKA-R2B act: activators of human PKA-R2B complex; P22694+P31323; PKA-R2B holoenzyme dissociation, Cy5-IP20 fluorescence polarization; R2B truncated from residue 108, S112A mutant; 0% DMSO only, 100% 113 µM cGMP; activation, % at 11.4 µM; hit rate 0.079% among 340,000; AID 504700;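 active means activation above a cutoff set at the mean over all compounds plus 3 SD, cut at about 18% in these data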;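 further: higher means more holoenzyme dissociation and a rise in polarization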
Target sequence (P31323 whole entry, looked up, other chains not shown, the tested form may be a part): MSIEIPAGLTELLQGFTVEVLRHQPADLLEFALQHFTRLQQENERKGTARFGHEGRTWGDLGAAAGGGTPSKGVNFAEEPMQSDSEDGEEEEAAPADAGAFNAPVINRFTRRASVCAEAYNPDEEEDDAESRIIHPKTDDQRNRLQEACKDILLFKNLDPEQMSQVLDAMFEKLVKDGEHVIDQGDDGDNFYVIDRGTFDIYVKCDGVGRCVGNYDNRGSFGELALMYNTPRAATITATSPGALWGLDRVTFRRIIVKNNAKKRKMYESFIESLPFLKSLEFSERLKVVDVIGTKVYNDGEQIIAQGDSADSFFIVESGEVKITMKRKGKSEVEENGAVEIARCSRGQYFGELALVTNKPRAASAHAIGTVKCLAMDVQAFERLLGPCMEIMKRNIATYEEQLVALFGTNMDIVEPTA
HTR5A inv ctr: counter-screen for OPRM1-OPRD1 inverse agonists: human HTR5A inverse agonism; P47898; HTR5A cell line, luminescence; inhibition, % at 9.3 µM; hit rate 0.083% among 340,000; in the data active means inhibition mostly above about 23%, no sharp cut-off; inactive means mostly below about 18%;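 further: 0% = cells with DMSO and 100% = no-cell wells with DMSO; some compounds called inactive have numbers as strong as hits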
An asterisk follows results filed as active; · = no result given.

SMILES | SUMO Mot1 rescue | Tat export inh | AddAB inh | DAGLB inh | PKA-R1A activ | HTR5A ag ctr | Ecoli viability | CDK5 inh | phage Ecoli inh | PKA-R2B act | HTR5A inv ctr
CN1C(=O)CCC2(c3ccccc3)CC=C(O)C=C12 (stereo not given) | · | -0.4 | · | 2.2 | 6.0 | 2.2 | · | 0.9 | 4.0 | 5.2 | -7.8
CCOC(=O)/C=C/C(=O)OCC(=O)NC(c1ccccc1)c1ccccc1 | -17.4 | -2.1 | -1.1 | -2.1 | -2.0 | 2.7 | -1.6 | -0.4 | 0.8 | -16.7 | -4.8
CCOC(=O)C1CCN(C(=O)COC(=O)c2cc([N+](=O)[O-])ccc2N2CCOCC2)CC1 | 0.3 | -4.1 | 4.1 | 0.5 | -11.0 | 3.4 | 2.9 | 2.0 | 1.6 | 6.8 | -10.3
CN(C)c1ccc(CNC(=O)CCNS(=O)(=O)c2cc(Br)cnc2N)cc1 | -0.2 | 2.2 | -1.1 | 0.5 | -13.0 | 1.6 | -2.5 | -0.2 | · | -10.9 | -10.6
COCCOCCn1c(/C=C/c2ccccc2)nc2ccccc21 | -14.6 | -0.9 | -0.7 | -2.0 | -11.4 | -5.0 | 0.1 | 0.5 | 5.0 | 7.3 | -0.1
CCC1CN(C(=O)Nc2ccc(C)cc2)c2cc(C)ccc2O1 (stereo not given) | -0.2 | 5.2 | 0.8 | -12.3 | 0.6 | 1.9 | 0.7 | -3.3 | 3.3 | -5.9 | -5.2
CCCN(CCC)CCCNC(=O)Cn1cnc2sc(C)c(S(=O)(=O)N3CCOCC3)c2c1=O | 9.2 | -4.4 | 0.6 | -1.4 | 5.0 | -0.8 | -0.2 | -1.1 | 3.1 | -4.1 | 2.3
COC(=O)C1CCCN1C(=O)COc1ccc(Br)cc1Cl (stereo not given) | 2.4 | -6.0 | 3.8 | 2.3 | 0.1 | -2.6 | 0.3 | 0.4 | 2.2 | -6.4 | 19.4
CNC(=S)NC1CC2CCCC(C1)N2Cc1ccco1 (stereo not given) | -2.5 | -0.6 | 2.6 | -2.7 | 3.5 | 8.0 | -2.8 | 4.1 | -0.5 | -11.7 | 2.2
Cc1cc(C)n2cc(CSc3nnnn3-c3ccc(Cl)cc3)nc2n1 | 83.5 | 10.4 | 3.4 | -3.0 | -6.4 | -0.2 | 0.9 | -0.2 | 1.8 | -5.6 | 9.1
O=C(COc1ccc(Br)cc1Cl)NC(=O)NC1CCCC1 | 72.2 | 6.3 | 1.9 | -2.1 | -4.4 | 1.1 | 2.1 | -0.9 | 3.0 | -4.8 | -2.8
CCCCN1C(=O)N(C)C2NC(=O)NC21 (stereo not given) | · | -2.6 | 3.2 | 1.7 | 15.7 | -3.1 | -10.1 | 1.4 | -0.5 | 0.0 | 10.9
Cc1nn(CCCC(=O)Nc2cccnc2)c(C)c1[N+](=O)[O-] | -9.1 | -2.3 | 1.7 | 0.9 | -1.6 | 6.3 | 0.1 | 0.8 | -0.8 | 2.0 | -18.2
CCC(C)(C)NC(=O)CN(C(=O)c1ccc(N2CCCC2)nc1)c1ccc(F)cc1 | 153.2 | 5.9 | 1.5 | 0.9 | -1.1 | 4.0 | -0.1 | 1.7 | -2.7 | -8.6 | -14.9
CC(=O)CSc1nnc(CSc2ncccn2)n1C1CCCCC1 | 8.6 | -2.9 | -0.5 | 1.0 | -0.4 | 2.7 | -2.4 | -3.5 | 0.4 | -4.7 | 18.6
CC(CCc1ccccc1)N1CCN(C)CC1 (stereo not given) | 4.4 | -12.3 | 1.8 | -1.0 | 4.8 | 8.0 | -1.6 | -0.2 | 1.6 | -2.4 | -30.2
CCC(C(=O)NC(C)(C)C)N(Cc1ccco1)C(=O)Cn1nnc(-c2ccc(F)cc2)n1 (stereo not given) | -6.9 | 2.4 | -1.2 | -1.3 | 1.0 | -4.2 | 1.1 | 1.1 | 0.9 | 0.0 | 11.4
COc1cccc(NC(=O)COC(=O)c2ccccc2C(=O)N(C)c2ccccc2)c1 | -6.4 | 4.6 | -0.5 | 0.4 | 9.0 | -3.2 | -3.2 | -1.4 | 2.7 | -14.9 | -6.7
O=C(NC1CCCC1)C(c1ccccc1)N(Cc1ccc2c(c1)OCO2)C(=O)Cc1cccs1 (stereo not given) | -12.3 | 8.2 | 0.6 | -4.1 | -16.9 | 0.8 | -0.7 | -4.9 | -0.6 | -7.4 | 22.2
NC(=O)CC(NSc1ccccc1[N+](=O)[O-])C(=O)O (stereo not given) | 67.8 | -15.7 | 2.9 | -4.8 | -4.8 | -3.2 | -0.8 | -0.7 | 1.3 | 2.0 | 1.6
Cc1ccc(Cn2c(CCCO)nc3ccccc32)cc1 | 0.9 | 0.6 | 1.1 | 2.3 | 6.6 | 1.3 | -1.3 | -3.1 | -2.1 | 1.2 | -5.0
CC(=O)c1ccc(N2CCN(C(=O)c3ccc(NC4=NC5CS(=O)(=O)CC5S4)cc3)CC2)cc1 (stereo not given) | 4.1 | 0.8 | -3.1 | 1.1 | 9.9 | -7.1 | -0.6 | 1.2 | 1.8 | -8.3 | -35.1
CN(C)c1ccc(C(=S)N2CCN(C(=S)Nc3ccc(Cl)cc3)CC2)cc1 | 547.4 | -2.2 | 3.2 | -2.4 | -4.1 | 1.5 | 1.0 | 2.2 | 4.5 | -0.4 | -3.9
Cc1cccc(N(C)S(=O)(=O)c2ccc3[nH]cc(C(=O)N4CCOCC4)c(=O)c3c2)c1 | -22.7 | 6.6 | 3.5 | -0.6 | -1.4 | 1.1 | -0.9 | 0.7 | 4.2 | 2.8 | 5.0
CCOC(=O)N1CCN(C(=S)Nc2ccccc2C)CC1 | 3.3 | 0.8 | 2.6 | -1.6 | -8.8 | 4.5 | 0.5 | 1.6 | 3.2 | 2.7 | 9.2
Further records follow.
SMILES | SUMO Mot1 rescue | Tat export inh | AddAB inh | DAGLB inh | PKA-R1A activ | HTR5A ag ctr | Ecoli viability | CDK5 inh | phage Ecoli inh | PKA-R2B act | HTR5A inv ctr
CC(C)n1cnc2c(N(C)c3ccccc3)nc(N(CCN(C)C)Cc3ccccc3)nc21 | -10.6 | 9.1 | 1.8 | -5.3 | 0.2 | -1.3 | 0.6 | -3.2 | 4.6 | -3.6 | -0.8
Cc1ccc(NC(=O)Cn2ccsc2=N)c([N+](=O)[O-])c1 | -3.3 | 2.5 | 1.0 | -0.5 | -6.8 | 5.9 | 0.3 | -2.2 | 6.2 | -0.8 | -15.5
Cc1ccc(N(C)S(=O)(=O)c2nnc(NC(=O)c3ccco3)s2)cc1 | 18.7 | 2.5 | 1.9 | 4.8 | -20.4 | 1.6 | -1.8 | -6.1 | 1.8 | 2.4 | -20.6
CC1(C)CC(=O)C2=C(C1)N(N1CCOCC1)C(N)=C(C#N)C2c1cccnc1 (stereo not given) | -14.3 | -9.4 | 0.5 | 0.5 | 0.7 | -1.8 | -0.3 | -1.3 | 2.9 | -6.6 | 4.0
COc1ccccc1N/C=C/c1onc(C)c1[N+](=O)[O-] | -22.4 | -8.4 | -2.1 | 11.4 | -8.6 | -2.3 | -1.3 | 1.8 | 3.2 | -6.5 | 8.1
COc1ccc2[nH]c(=O)c(CN(Cc3ccc4c(c3)OCO4)C(C)=O)cc2c1 | · | 2.2 | 0.2 | 5.1 | -1.0 | 3.0 | 2.1 | 0.6 | 2.2 | -0.8 | 10.3
CSc1nncn1/N=C/c1ccc2c(c1)OCO2 | 361.6 | -14.4 | 0.3 | -0.9 | -1.6 | -7.2 | 0.8 | 1.2 | 1.9 | -8.3 | 18.4
C/C(=N\O)C(=O)NCCN1CCCCC1 | -6.5 | -1.0 | 1.3 | 0.5 | 0.5 | 7.2 | 0.3 | -2.4 | 2.5 | 12.4 | -16.8
CN1CCN(c2ccc(NC(=O)c3ccc(-c4ccc(Br)cc4)o3)cc2)CC1 | 117.6 | 3.1 | 0.9 | 1.1 | -6.9 | 16.9* | -0.3 | -0.3 | 4.0 | -4.3 | -47.4
CC1Cc2ccccc2N1C(=O)COc1nc2ccccc2nc1N1CCOCC1 (stereo not given) | 29.6 | -2.3 | 2.1 | -0.4 | 1.5 | -5.8 | 1.4 | -1.4 | 2.2 | 2.1 | 12.7
CC(CN1C(C)CCCC1C)OC(=O)c1cccc(F)c1 (stereo not given) | -15.3 | -11.3 | -0.8 | 1.0 | 7.9 | -0.3 | -3.0 | 0.0 | 0.7 | 3.7 | 1.1
CCCC(CCC)=NNC(=O)c1ccccc1F | -10.6 | -7.8 | 4.3 | 0.5 | 9.0 | -4.4 | 2.4 | -4.2 | 4.3 | -6.2 | 11.4
Cc1ccccc1C(=O)NNC(=O)c1ccc2nc[nH]c2c1 | 5.3 | 5.9 | -0.2 | -2.8 | -17.3 | -0.2 | -0.7 | 0.5 | 4.2 | -5.4 | -1.2
O=C(NC1CCN(C(=O)c2cccs2)CC1)c1ccccc1 | -19.8 | -0.4 | 0.2 | -1.4 | 7.0 | 12.3 | 0.1 | 0.1 | 0.0 | -2.5 | -6.0
COc1cccc(CNC(=O)Cc2ccc(-c3ccccc3)cc2)c1 | -10.8 | 0.0 | 2.4 | -4.8 | -13.6 | 0.0 | -0.2 | -0.1 | 3.2 | -1.7 | 0.0
CC(C)N=C1NN=C(c2cccs2)CS1 | 16.8 | -4.1 | -4.6 | -1.8 | 2.0 | 0.6 | -1.3 | -1.1 | 4.1 | 2.1 | 12.0
Cc1cccc(C)c1NC(=O)N1CC=CCC1 | -25.6 | -2.3 | · | 1.2 | -1.6 | -1.0 | · | -0.9 | -0.5 | -3.6 | 3.9
Cc1ccc(S(=O)(=O)N2CCCCC2)cc1NC(=O)c1ccc(Cl)nc1 | · | 1.1 | -0.1 | 1.4 | 4.4 | 4.5 | -1.1 | -1.9 | 2.5 | -3.6 | -4.7
NC(=O)c1ccc(NC(=O)C2COc3ccccc3O2)cc1 (stereo not given) | 64.2 | -4.4 | 0.6 | -1.3 | -7.8 | -1.1 | -0.1 | 1.3 | -0.1 | -12.4 | -33.1
COc1ccc(-c2csc(C3=C(O)CN(Cc4ccc(S(N)(=O)=O)cc4)C3=N)n2)cc1OC | 6.4 | -10.8 | -3.9 | -2.5 | 0.2 | -5.6 | -1.9 | 1.3 | 3.1 | 0.9 | 14.2
Cc1onc(-c2ccccc2Cl)c1C(=O)Nc1ccc(N2CCOCC2)cc1 | 1.8 | 0.3 | 4.6 | 0.6 | 3.2 | 4.3 | 2.4 | 0.7 | 1.7 | -4.5 | -15.7
O=C(O)CC1(CC(=O)N2CCOCC2)CCCC1 | 10.2 | 1.7 | 1.4 | -1.5 | 6.7 | 2.9 | -0.3 | -0.9 | 1.8 | -0.7 | -8.6
